NR5A2 inv ag: inverse agonists of human LRH-1 (NR5A2); hit rate 0.13% among 360,000; O00482; AID 602396; inhibition, % at 3.6 µM; HEK293T StAR-luciferase reporter, LRH-1 transfected, 24 h;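 active means inhibition above the mean inhibition of all tested compounds plus 3 SD, cut at about 73% in these data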;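 further: 0% = DMSO wells and 100% = reporter-only cells lacking LRH-1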
ABHD5 PLIN5 PPI: inhibitors of human ABHD5-perilipin-5 interaction | hit rate 0.78% among 360,000 | Split G. princeps luciferase complementation, luminescence, 4 h | inhibition, % at 4 µM | Q00G26+Q8WTS1;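 active means inhibition above the mean inhibition across every tested compound plus 3 SD, cut at about 22% in these data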;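 further: 0% = DMSO only wells and the 100% control is not disclosed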
COUP-TFII inh: NR2F2 (human) inhibition, primary screen; P24468; HEK293T NGFI-A luciferase reporter, luminescence; inhibition, % at 8.6 µM; hit rate 0.7% among 370,000; AID 686940;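 active means inhibition above a per-plate cutoff, mean inhibition of test wells between control levels plus 3 SD, cut at about 38% in these data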;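 further: cells cotransfected with COUP-TFII expression vector driving the NGFI-A reporter; 0% = median of COUP-TF2 test wells and 100% = reporter-only cells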
NOD2-RIPK2 inh: NOD2-RIPK2 protein interaction inhibition | inhibition, % at 4.98 µM | AID 624267 | CHO BLA complementation NOD2-RIPK2, CCF4 ratio | hit rate 0.38% among 360,000; in the data active means inhibition above about 21%;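 further: 0% = vehicle only and 100% = reference blocker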
TLR9-MyD88 inh: inhibitors of human TLR9-MyD88 binding | Q9NR96+Q99836 | CHO BLA complementation TLR9-MyD88, CCF4 FRET ratio | inhibition, % at 4.98 µM | hit rate 0.21% among 340,000 | AID 504734;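 active means inhibition above the mean over all tested compounds plus 3 SD, cut at about 21% in these data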;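 further: 0% = DMSO only wells and 100% = clavulanate BLA inhibitor control wells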
MC4R ag barr: activates human MC4R beta-arrestin recruitment | P32245 | U2OS MC4R beta-arrestin complementation, luminescence; percent of melanotan II response, DMSO zero | activation, % at 8.9 µM | hit rate 0.98% among 360,000 | AID 540308;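 active means activation above a per-plate cutoff, the mean activation of sample wells on that plate plus 3 SD, cut at about 8% in these data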
NCOA2 inhibitor: inhibits human steroid receptor coactivator 2; HEK293 GAL4-SRC2 luciferase reporter, luminescence; inhibition, % at 9 µM; hit rate 0.17% among 370,000; AID 651957;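 active means inhibition above the mean inhibition of all tested compounds plus 3 SD, set per campaign, cut at about 52% in these data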;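 further: 0% = DMSO treated cells and 100% = cells given Gossypol at 36 µM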
Target sequence (Q15596 whole entry, looked up, the tested form may be a part): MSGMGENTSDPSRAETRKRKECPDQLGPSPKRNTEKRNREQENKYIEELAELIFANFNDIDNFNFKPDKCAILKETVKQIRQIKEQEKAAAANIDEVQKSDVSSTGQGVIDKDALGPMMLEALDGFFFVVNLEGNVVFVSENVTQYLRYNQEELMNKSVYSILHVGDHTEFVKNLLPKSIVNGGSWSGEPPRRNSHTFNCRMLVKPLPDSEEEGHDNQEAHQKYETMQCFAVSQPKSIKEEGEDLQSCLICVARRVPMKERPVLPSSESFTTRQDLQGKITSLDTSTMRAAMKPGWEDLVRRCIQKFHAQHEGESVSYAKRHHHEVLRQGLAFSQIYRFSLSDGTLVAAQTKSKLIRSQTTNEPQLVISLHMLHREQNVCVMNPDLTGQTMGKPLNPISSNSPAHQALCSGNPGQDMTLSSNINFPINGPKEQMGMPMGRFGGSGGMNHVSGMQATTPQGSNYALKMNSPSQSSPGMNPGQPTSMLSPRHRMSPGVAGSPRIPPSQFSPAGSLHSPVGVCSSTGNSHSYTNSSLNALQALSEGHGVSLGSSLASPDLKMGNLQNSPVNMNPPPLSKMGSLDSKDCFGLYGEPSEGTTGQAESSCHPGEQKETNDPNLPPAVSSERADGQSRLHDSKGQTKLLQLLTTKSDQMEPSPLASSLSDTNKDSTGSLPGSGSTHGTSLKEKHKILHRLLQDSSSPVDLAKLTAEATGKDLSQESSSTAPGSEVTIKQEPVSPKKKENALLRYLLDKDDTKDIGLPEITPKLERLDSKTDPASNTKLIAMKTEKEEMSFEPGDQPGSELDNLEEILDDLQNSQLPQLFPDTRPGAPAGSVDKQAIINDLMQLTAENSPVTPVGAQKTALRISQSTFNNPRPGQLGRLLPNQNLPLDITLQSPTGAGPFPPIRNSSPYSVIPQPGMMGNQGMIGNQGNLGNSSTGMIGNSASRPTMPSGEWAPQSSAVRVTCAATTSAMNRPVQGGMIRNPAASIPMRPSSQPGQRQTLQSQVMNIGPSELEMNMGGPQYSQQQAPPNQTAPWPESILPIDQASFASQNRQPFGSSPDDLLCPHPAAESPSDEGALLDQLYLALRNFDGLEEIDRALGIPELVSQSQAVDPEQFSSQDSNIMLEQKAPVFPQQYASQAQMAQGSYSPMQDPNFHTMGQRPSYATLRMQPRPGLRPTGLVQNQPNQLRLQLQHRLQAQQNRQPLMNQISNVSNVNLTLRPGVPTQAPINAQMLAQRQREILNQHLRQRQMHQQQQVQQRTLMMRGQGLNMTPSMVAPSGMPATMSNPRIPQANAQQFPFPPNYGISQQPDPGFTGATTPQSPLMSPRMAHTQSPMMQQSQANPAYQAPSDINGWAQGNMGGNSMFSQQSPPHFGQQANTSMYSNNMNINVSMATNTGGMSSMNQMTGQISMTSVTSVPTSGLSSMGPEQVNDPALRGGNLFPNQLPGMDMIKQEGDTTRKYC
NCOA3 inh: inhibits human SRC3 coactivator. Q9Y6Q9. HEK293 GAL4-SRC3 luciferase reporter, luminescence. inhibition, % at 3.6 µM. hit rate 0.17% among 360,000. AID 588352;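 active means inhibition above a per-campaign cutoff, the mean of all compounds plus 3 SD, cut at about 60% in these data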;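 further: 0% = DMSO-treated cells and 100% = gossypol-treated cells at 36 µM; higher means less SRC3-driven luciferase light from the GAL4 reporter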
EBV LMP1 NFkB: Epstein-Barr LMP1 NF-kappaB reporter inhibition | LMP1-induced NF-kappaB luciferase reporter cells, luminescence | inhibition, % at 12.5 µM | hit rate 0.69% among 350,000 | AID 504558; in the data active means inhibition above about 41%; inconclusive means no clear call, values can overlap the other calls;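 further: 0% = neutral control wells and 100% = reference inhibitor control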
MC4R antag cAMP: antagonists of human melanocortin 4 receptor (MC4R) | inhibition, % at 6.5 µM | P32245 | MC4R-expressing cells, MTII-stimulated cAMP, LANCE TR-FRET | AID 540295 | hit rate 0.48% among 360,000;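 active means inhibition above its plate's cutoff, the mean of tested wells on that plate plus 3 SD, cut at about 29% in these data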;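 further: 0% = Melanotan II alone and 100% = Melanotan II plus saturating MCL0020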
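Assay system: U2OS-MC4R stable cell line; Also added: Melanotan II; Technique: Eu-cAMP/anti-cAMP TR-FRET, emission 671 nm; Times: 30-min compound, 1-h challenge, 1-h detection, room temperature.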
SRC1 inh: inhibitors of human steroid receptor coactivator 1 (SRC1); AID 588354; Q15788; inhibition, % at 3.6 µM; hit rate 0.12% among 360,000; HEK293 GAL4-SRC1 luciferase reporter, luminescence;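 active means inhibition above the campaign mean plus 3 SD, with each screening campaign given its own cutoff, cut at about 60% in these data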;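 further: 0% = DMSO treated cells and 100% = gossypol at 36 µM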
* marks the source's active call; other numbers are inactive results; u = inconclusive; x = not tested or not shown. The list is partial. The share of hits here may be higher or lower than overall.

SMILES	NR5A2 inv ag	ABHD5 PLIN5 PPI	COUP-TFII inh	NOD2-RIPK2 inh	TLR9-MyD88 inh	MC4R ag barr	NCOA2 inhibitor	NCOA3 inh	EBV LMP1 NFkB	MC4R antag cAMP	SRC1 inh
O=c1oc2cc(O)ccc2cc1-c1ccccc1	-63	-9	-27	23*	8	-1.2	-54	-43	0	-5	-37
COCCCNC(=O)CN1C(=O)COc2ccc(S(=O)(=O)N3CCCCCC3)cc21	4	11	7	-1	1	0.3	-29	5	x	2	16
Cc1ccc(S(=O)(=O)N2CCCCC2)cc1NC(=O)CCNC(=O)c1ccccc1Cl	-16	-1	18	-1	-8	-1.3	-11	-10	1	7	-1
CC(=O)Nc1ccc(CN2CCCC(C(=O)c3cccc(C(F)(F)F)c3)C2)cc1 (stereo not given)	6	6	13	2	-8	-1.7	-3	-2	-5	10	8
NNC(=O)Cn1cnc2ccccc21	-1	-2	-5	-17	-1	0.8	27	4	-11	2	-11
O=C(CCn1c(=O)oc2ccccc21)Nc1cccc(Cl)c1	-3	-2	9	2	-2	-0.6	-3	1	3	3	9
C=CCN(C(=O)OC(C)(C)C)S(=O)(=O)NCc1ccccc1	-13	4	-4	12	-4	2.4	-21	5	5	6	-5
CCOC(=O)C1(C)CCN1C(=O)c1cc(C)n(C(C)(C)C)n1 (stereo not given)	23	2	x	-16	x	0.1	x	-11	x	8	2
c1ccc2c(c1)CN1C(=N2)COc2ccccc2C1c1nc2ccccc2[nH]1 (stereo not given)	-41	6	-20	-12	x	x	-50	x	x	x	x
O=C(/C=C/[C@H]1O[C@@H](n2ccc(=O)[nH]c2=O)[C@H](O)[C@@H]1O)NC(c1ccccc1)c1ccccc1	0	3	-16	-10	x	x	-22	-4	x	x	-5
CC(C)c1[nH]nc2c1C(Cc1ccccc1)C(C#N)=C(N)O2 (stereo not given)	-10	-3	3	-4	4	1.6	-19	0	-35	-1	-26
Cc1[nH][nH]c(=O)c1C(c1c(C)[nH][nH]c1=O)c1cn(Cc2ccc(F)cc2)c2ccccc12	14	-30	x	-8	-4	-3.6	x	-3	0	-1	6
O=C(CCNC(=O)c1ccc([N+](=O)[O-])cc1)Oc1ccc(F)c(F)c1	-16	-6	5	2	-6	-1.6	9	11	-7	5	-12
CC(C)CNC(=O)C1CCN(CC2CCCCC2)CC1	11	-4	5	-4	-1	-2.4	9	-16	-6	4	-1
CCOC(=O)CN(C(=O)CSc1nnnn1C)c1ccccc1	-11	-2	-13	-9	-8	-0.4	-5	-5	6	3	-10
COc1cc(CN2CCNC(=O)C2CC(=O)N2CCc3ccccc3C2)cc(OC)c1 (stereo not given)	-6	3	6	-4	-1	-1.2	3	3	2	24	1
COc1ccc(-c2nn(-c3ccccc3)cc2CN(C)CCn2ccnc2C)c(F)c1	-10	5	12	7	8	-3.3	13	8	-6	5	4
COc1ccc(OC)c(S(=O)(=O)N2CCN(C(=O)CCc3ccccc3)CC2)c1	1	7	17	-17	0	0.8	-16	-3	6	4	7
COc1ccc(C(=O)Nc2ccccc2N2CCOCC2)cc1S(=O)(=O)N1CCOCC1	-18	0	18	-11	-4	2.1	-16	-67	5	-4	-29
CCOC(=O)C1=C(C)N=c2sc(=Cc3cc(Cl)c(OCC(=O)O)c(Cl)c3)c(=O)n2C1c1cccc(OC)c1 (stereo not given)	-4	5	6	-2	x	0.7	15	-4	x	9	7
O=C(NCC1CCCC(CNC(=O)Nc2ccc(Cl)cn2)C1)Nc1ccc(Cl)cn1 (stereo not given)	-12	2	6	-4	11	4.3	5	8	-1	10	3
O=c1oc(C2(O)CCCCC2)cc2ccc(-c3ccc4[nH]ccc4c3)cc12	-2	15	-123	2	-5	3.0	-25	-110	-3	11	4
COc1ccc(S(=O)(=O)N2CCOC23CCN(S(=O)(=O)c2cc(C)ccc2C)CC3)cc1	0	-8	2	-1	-14	1.2	-16	8	-5	2	-14
CC(C)C(=O)N1CCN(c2ccccc2NC(=O)COc2ccc(C3CCCCC3)cc2)CC1	7	10	21	9	-12	-1.9	-28	20	2	3	2
COc1cccc(NC(=O)CN(C)C(=O)c2cc3c(s2)CCC(C)C3)c1 (stereo not given)	-2	8	-21	0	7	-1.3	4	-4	-7	3	8
Cc1ccc(C)c(NC(=O)C(Sc2nc3ccccc3c(=O)n2CC(C)C)c2ccccc2)c1 (stereo not given)	-13	6	18	-5	-4	2.1	7	18	-11	15	17
Cc1nnc(SC(C)C(=O)Nc2sc3c(c2C#N)CCCC3)[nH]c1=O (stereo not given)	3	2	-18	6	7	-1.1	13	-1	-1	4	-5
Oc1cc(Cc2ccccc2)cnc1CN1CCCCC1	0	2	4	3	4	-0.7	-8	-7	-4	15	-19
Oc1c(C(c2ccco2)N2CCOCC2)sc2ncnn12 (stereo not given)	7	4	-2	1	6	-1.1	21	-22	4	-2	-4
O=C(N/N=C/c1ccc(Cl)c(Cl)c1)c1ccc2nc[nH]c2c1	-9	7	-22	-14	-1	-2.3	-42	-22	-29	15	-15
COc1ccc(NC(=O)C(=O)NCCN2CCN(C(=O)c3ccco3)CC2)cc1	8	3	0	-9	7	0.2	0	-6	4	7	-4
O=C(Cn1nc(-c2ccccc2)c2ccccc2c1=O)NCC1CCCO1 (stereo not given)	-7	4	-14	4	-8	-1.0	-23	14	-3	15	-4
Cc1ccccc1C(=O)Nc1nnc(SCC(=O)NCc2ccco2)s1	-71	6	-32	-2	-14	-1.7	-126	-52	15	0	-114
CC1CCN(C(=O)CSc2nnc(-c3cccnc3)n2C2CCCCC2)CC1	1	-11	2	1	-4	-0.5	14	-1	-5	2	9
CCCCOC(=O)Cn1c(-c2ccccc2)nc2ccccc2c1=O	-11	-5	2	1	-3	-0.1	32	10	6	20	10
COC(=O)[C@]1(C)N[C@H](c2ccc(-c3cccc(Cl)c3)cc2)[C@@H]2C(=O)N(C)C(=O)[C@@H]21	-3	2	0	-14	2	-1.1	4	22	u	5	0
N#CCSc1n[nH]c2nc3c(c(=O)n12)C1(CCCCC1)Cc1ccccc1-3	10	-27	-14	-2	1	1.0	-10	1	6	19	-13
CCOc1cc(C(=O)N/N=C/C2CC=CCC2)cc(OCC)c1OCC (stereo not given)	21	-3	-44	12	1	2.7	18	-26	1	0	-6
CCOCCCNC(=S)N(Cc1ccccc1)Cc1nc2ccccc2c(=O)[nH]1	3	-6	13	-5	-1	-1.4	19	3	7	0	0
CCn1c2ccccc2c2cc(N=C3SC(CC(=O)Nc4ccccc4OC)C(=O)N3C)ccc21 (stereo not given)	18	4	-8	-5	7	-2.3	20	12	-4	8	1
CN(CCC#N)c1ccc(C=C(C#N)c2ccc(Br)cc2)cc1	4	-1	-19	-12	7	-4.0	-8	-39	-15	0	-47
NS(=O)(=O)c1ccc(NC(=O)CCC(=O)c2cccs2)cc1	-15	2	7	5	-8	-0.9	9	-8	2	-3	12
c1ccc(Cc2nnc3sc(-c4ccc5c(c4)OCCO5)nn23)cc1	-80	-4	-31	-11	-4	-1.3	-51	-50	-32	3	-84
COc1cccc2sc(N(CCCN(C)C)C(=O)c3sc4ccccc4c3Cl)nc12	5	12	-22	7	-7	17*	-12	0	-1	-11	-27
CCN(CC)S(=O)(=O)c1ccc(Nc2ccc(-c3ccc4c(c3)OCCO4)nn2)cc1	4	4	-11	-15	1	-1.4	-10	-19	-42	2	-1
Cc1ccc2c(c1)C1CC(C)(O2)N(c2cccc(C(=O)NCc3ccccn3)c2)C(=O)N1 (stereo not given)	-4	-4	2	-3	-1	-1.5	-13	17	-2	7	11
O=C(COC(=O)c1cccnc1)Nc1ccccc1	-14	-1	-10	-2	8	-3.0	-3	18	-6	2	-5
COc1ccccc1N1CCN(C(=O)c2ccc(CN3CCc4ccccc4C3)cc2)CC1	1	-1	15	1	0	-1.1	3	-4	11	-1	-3
COc1cc(C(=O)NCC(=O)N2CC=C(c3ccccc3)CC2)cc(OC)c1OC	-2	6	10	2	-7	-2.4	8	1	6	19	7
CO/N=C/C(C#N)c1ncc(C(F)(F)F)cc1Cl (stereo not given)	24	5	x	-4	-4	-2.4	x	2	11	8	13
CN(C)C(CNC(=O)c1ccc(C2SCCS2)cc1)c1ccccc1 (stereo not given)	-79	3	1	-3	3	2.0	-36	-110	-22	15	-111
Cc1cc(C)n(-c2ccc(C(=O)Nc3cc(C(F)(F)F)ccc3N3CCOCC3)cc2)n1	13	-3	8	-8	12	-2.7	13	14	9	4	-3
COc1ccc(OCc2ccc(/C=N\NC(=O)c3sccc3C)o2)cc1	-62	-6	-18	6	-5	-4.4	-30	-78	-5	9	-63
COc1cccc(NC(=O)C2(C)CCN2Cc2ccc(OC(C)C)cc2)c1 (stereo not given)	14	-4	16	7	x	0.7	-12	-5	x	4	2
COC(=O)CCCCCCCC(=O)Nc1nnc(C(F)(F)F)s1	2	-6	5	12	-3	1.7	-22	14	3	22	4
CCOC(=O)CC1C(=O)NCCN1C(=S)Nc1ccccc1 (stereo not given)	-8	1	-1	-9	5	1.7	-27	14	-8	29*	-2
O=C(NCCc1ccccc1)c1ccc2[nH]c(=O)c(=O)[nH]c2c1	-8	4	1	4	8	-4.1	2	4	-6	-1	-28
Cc1nn(Cc2ccccc2)c(C)c1NC(=O)CCCn1nc(C)c([N+](=O)[O-])c1C	9	10	15	-8	-8	2.1	-6	-9	-1	-2	13
Cc1cc(-c2nnc3n2N=C(c2ccccc2Br)CS3)n[nH]1	-25	-9	6	3	-7	1.9	-4	-1	10	-1	0
CC1CCCCN1CCCNc1ccc(C(CC(N)=O)NC(=O)Cc2cccc3ccccc23)cc1[N+](=O)[O-] (stereo not given)	-24	9	7	-15	2	-0.8	0	0	1	-4	-6

(cont.)
SMILES	NR5A2 inv ag	ABHD5 PLIN5 PPI	COUP-TFII inh	NOD2-RIPK2 inh	TLR9-MyD88 inh	MC4R ag barr	NCOA2 inhibitor	NCOA3 inh	EBV LMP1 NFkB	MC4R antag cAMP	SRC1 inh
COc1ccccc1Cc1c(C2CCCCC2)nc2ccc(Br)cn12	8	4	-6	2	x	x	-22	-11	x	x	6
O=C(O)C12CC3CC(C1)CC(n1cnc(Cl)n1)(C3)C2	12	-1	0	-16	0	-0.6	-23	8	2	-2	1
COc1ccc(N2C(=O)CC(C#N)=C2N)cc1	10	9	12	-7	-1	-1.7	7	3	-5	0	-21
COc1cc(OC)nc(NC2OC(=O)c3ccccc32)n1 (stereo not given)	-1	2	-22	-2	-1	-2.2	6	-18	-2	0	0
